Source: PubChem
M18AAP inhibitor: blocks P. falciparum M18 aspartyl aminopeptidase; recombinant PfM18AAP, H-Glu-NHMec fluorogenic cleavage; inhibition, % at 7.35 µM; hit rate 1.2% among 290,000;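 active = inhibition above the campaign mean inhibition over all tested compounds plus 3 SD, cut at about 28% in these data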;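 also: 0% = plate median of test compound wells and 100% = 2 mM ZnCl2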
PHOSPHO1 inh: blocks human PHOSPHO1 phosphatase activity; AID 1565; hit rate 1.1% among 290,000; recombinant PHOSPHO1, absorbance phosphatase assay; inhibition, % at 13.3 µM; Q8TCT1; in the data active = inhibition above about 60%
Target sequence (Q8TCT1 whole entry, looked up): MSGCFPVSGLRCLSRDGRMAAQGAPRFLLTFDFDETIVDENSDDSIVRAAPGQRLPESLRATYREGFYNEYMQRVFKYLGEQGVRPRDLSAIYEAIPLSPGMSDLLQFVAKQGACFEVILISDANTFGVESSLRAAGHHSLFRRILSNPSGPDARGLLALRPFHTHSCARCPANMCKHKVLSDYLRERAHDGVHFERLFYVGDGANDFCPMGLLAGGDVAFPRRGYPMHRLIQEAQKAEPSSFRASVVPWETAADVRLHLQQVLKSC
IDE cell inh: cellular human IDE inhibition. inhibition, % at 5.59 µM. P14735. HEK cells, FAbetaB cleavage, fluorescence polarization. AID 434962. hit rate 0.41% among 320,000;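 active = percent inhibition above the average of all tested compounds plus 3 SD, set per screening campaign, cut at about 16% in these data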;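 also: IDE supplied by intact live HEK cells; FP after avidin binding of uncleaved biotin substrate so inhibition keeps polarization high; 0% = DMSO wells and 100% = 60 µM reference IDE inhibitor Ii1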
IDE act: IDE (human) activation, cell-based. P14735. HEK cells, FAbeta-B cleavage, fluorescence polarization; 0% vehicle, 100% cell-free pure enzyme wells. activation, % at 5.96 µM. hit rate 0.073% among 340,000;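 active = activation above the mean of all tested compounds plus 3 SD, set per screening campaign, cut at about 17% in these data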
IMP-1 inh: blocks Pseudomonas aeruginosa IMP-1 metallo-beta-lactamase. purified IMP-1, nitrocefin hydrolysis, epi-absorbance fluorescence. inhibition, % at 5.6 µM. hit rate 0.45% among 290,000. AID 1556;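 active = inhibition above the mean plus 3 SD of all compounds in the same screening run, cut at about 4.5% in these data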;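 also: 0% = IMP-1 with DMSO and 100% = DMSO wells lacking enzyme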
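Test system: recombinant IMP-1 enzyme, purified / Medium: HEPES buffer pH 7.1 with ZnSO4 and Brij 35 / Doses: single dose, 5.6 µM / Times: 25 °C, 15 min preincubation, 25 min reaction / Detection: Epi-absorbance via hydrolysed-nitrocefin quenching of white-plate fluorescence, 480/530 nm, EDTA stop / Evaluation: percent inhibition from optical density relative to buffer-blank wells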
GPR7 antag: human neuropeptides B/W receptor 1 antagonism. P48145. inhibition, % at 4.4 µM. hit rate 1.1% among 290,000. GPR7-expressing cells, fluorescence antagonist assay; in the data active = inhibition above about 16%, passing the limit was not always enough;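 also: cells stimulated with the agonist NPW; 0% = agonist with vehicle and 100% = vehicle without agonist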
Target sequence (P48145 whole entry, looked up): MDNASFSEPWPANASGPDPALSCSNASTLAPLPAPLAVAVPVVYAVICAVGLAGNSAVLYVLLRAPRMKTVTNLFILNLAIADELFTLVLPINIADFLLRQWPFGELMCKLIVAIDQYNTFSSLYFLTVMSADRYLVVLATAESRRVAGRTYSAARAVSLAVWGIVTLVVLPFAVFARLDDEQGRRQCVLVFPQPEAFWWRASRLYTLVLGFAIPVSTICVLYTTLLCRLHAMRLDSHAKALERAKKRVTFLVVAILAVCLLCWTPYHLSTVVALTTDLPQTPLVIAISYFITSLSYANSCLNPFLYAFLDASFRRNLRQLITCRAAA
NALP1 inh: inhibitors of NALP1 inflammasome in yeast | S. cerevisiae NALP1/ASC/caspase-1 growth, X-gal OD620, 72 h | inhibition, % at 10 µM | hit rate 0.61% among 280,000 | AID 2071; in the data active = inhibition mostly above about 24%, no sharp cut-off; inactive = mostly below about 32%; also: some compounds called inactive have numbers as strong as hits
VIM-2 inhibitor: blocks Pseudomonas aeruginosa VIM-2 metallo-beta-lactamase; purified VIM-2, nitrocefin hydrolysis, epi-absorbance fluorescence; inhibition, % at 5.6 µM; hit rate 0.89% among 290,000; AID 1527;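 active = inhibition above the mean of all tested compounds plus 3 SD, cutoff set per screening run, cut at about 7.5% in these data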;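 also: red hydrolysis product quenches plate fluorescence so inhibitors raise well fluorescence; 0% = enzyme with DMSO and 100% = DMSO without enzyme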
p-CIP stab down: p/CIP protein destabilization | Q05BA5 | F442A p/CIP-EGFP cells, EGFP fluorescence, 16 h | decrease of EGFP signal, % at 10 µM | hit rate 0.01% among 290,000;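 active = EGFP signal decrease of at least 30% at 10 µM or well 3 SD below plate mean, unless failing retest; inactive = the rest, including hits failing retest or dose response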; also: some compounds called inactive have numbers as strong as hits; many of its hits are not listed in these tables
* hit, by the source's call.

How did CC(C)NC(=O)c1n[nH]c(=O)c2ccccc12 do in these assays?
M18AAP inhibitor: 3.5; PHOSPHO1 inh: 36.0; IDE cell inh: 0.1; IDE act: -0.7; IMP-1 inh: -3.3; GPR7 antag: -13.9; NALP1 inh: -2.6; VIM-2 inhibitor: -4.1; p-CIP stab down: -12.2

How did Cc1ccc(CNS(=O)(=O)c2cc3c(cc2C)N(C)CCO3)cc1 do in these assays?
M18AAP inhibitor: 2.8; PHOSPHO1 inh: -14.0; IDE cell inh: 3.9; IDE act: 1.7; IMP-1 inh: -2.6; GPR7 antag: -2.3; NALP1 inh: 2.1; VIM-2 inhibitor: -1.1; p-CIP stab down: -1.4

Results for O=C(Cc1cccs1)NCc1cccc(Br)c1 ?
M18AAP inhibitor: -9.6; PHOSPHO1 inh: 35.1; IDE act: 5.4; IMP-1 inh: -0.9; GPR7 antag: -8.9; NALP1 inh: 5.0; VIM-2 inhibitor: -0.2; p-CIP stab down: -4.4

Results for CCNc1nc(NCC)nc(N/N=C(\C)c2ccc(OC)cc2)n1 ?
M18AAP inhibitor: -2.6; PHOSPHO1 inh: 28.0; IDE cell inh: 7.6; IDE act: 2.9; IMP-1 inh: -3.5; GPR7 antag: 2.1; NALP1 inh: 4.0; VIM-2 inhibitor: -2.8; p-CIP stab down: 2.5

How did COC(=O)c1cc(C(=O)OC)cc(N2C(=O)CC(Sc3nc(C)cc(C)n3)C2=O)c1 (stereo not drawn) do in these assays?
M18AAP inhibitor: 8.7; PHOSPHO1 inh: 18.9; IDE cell inh: 4.9; IDE act: -4.4; IMP-1 inh: -1.2; GPR7 antag: 1.2; NALP1 inh: 9.4; VIM-2 inhibitor: -3.0; p-CIP stab down: -9.5

What do the screens show for `CN(C)CCCn1c(SCC(=O)N2c3ccccc3Sc3ccccc32)nc2ccccc2c1=O`?
M18AAP inhibitor: -3.1; PHOSPHO1 inh: -16.4; IDE cell inh: -2.0; IDE act: -0.9; IMP-1 inh: -1.7; GPR7 antag: -1.2; NALP1 inh: 30.1; VIM-2 inhibitor: -0.6; p-CIP stab down: -6.7

Results for CC1CCN(C(=O)CN(CCc2ccccc2)S(C)(=O)=O)CC1 ?
M18AAP inhibitor: 1.1; PHOSPHO1 inh: 4.9; IDE cell inh: 0.7; IDE act: 3.4; IMP-1 inh: 1.2; GPR7 antag: -1.4; NALP1 inh: 4.3; VIM-2 inhibitor: -0.4; p-CIP stab down: -9.5

Results for Cc1cnc(C(=O)OCC(=O)Nc2cccc(Cl)c2)cn1 ?
M18AAP inhibitor: 2.2; PHOSPHO1 inh: 23.4; IDE cell inh: 7.6; IDE act: 4.7; IMP-1 inh: -4.9; GPR7 antag: 4.5; NALP1 inh: 11.5; VIM-2 inhibitor: -4.7; p-CIP stab down: -7.0

What do the screens show for `COc1ccc(/C=C/C(=O)N2CCCC2)cc1OC`?
M18AAP inhibitor: 7.1; PHOSPHO1 inh: 2.2; IDE cell inh: -0.4; IDE act: 1.0; IMP-1 inh: -3.3; GPR7 antag: 2.2; NALP1 inh: 7.5; VIM-2 inhibitor: -3.8; p-CIP stab down: 11.5

How did COc1ccccc1NC(=S)NCc1cccnc1 do in these assays?
M18AAP inhibitor: -7.3; PHOSPHO1 inh: -3.9; IDE cell inh: -2.4; IDE act: 5.0; IMP-1 inh: -1.9; GPR7 antag: -4.6; NALP1 inh: 5.4; VIM-2 inhibitor: -0.4; p-CIP stab down: -0.6

How did COc1ccc(C2C=C(C34CC5CC(CC(C5)C3)C4)NC(=S)N2)cc1 (stereo not drawn) do in these assays?
M18AAP inhibitor: 4.7; PHOSPHO1 inh: -2.4; IDE cell inh: 0.8; IDE act: 6.6; IMP-1 inh: -1.8; GPR7 antag: 1.3; NALP1 inh: 41.4; VIM-2 inhibitor: -2.0; p-CIP stab down: -7.8

What do the screens show for `OC1(c2ccccc2)CNCCc2ccccc21` (stereo not drawn)?
M18AAP inhibitor: -5.5; PHOSPHO1 inh: 28.6; IDE cell inh: -0.7; IDE act: -3.4; IMP-1 inh: -1.2; GPR7 antag: 11.4; NALP1 inh: 24.2; VIM-2 inhibitor: -2.0; p-CIP stab down: -3.2

Structures above that contain four or more nitrogen atoms, in the order listed:
Results for CCNc1nc(NCC)nc(N/N=C(\C)c2ccc(OC)cc2)n1 ?
M18AAP inhibitor: -2.6; PHOSPHO1 inh: 28.0; IDE cell inh: 7.6; IDE act: 2.9; IMP-1 inh: -3.5; GPR7 antag: 2.1; NALP1 inh: 4.0; VIM-2 inhibitor: -2.8; p-CIP stab down: 2.5

What do the screens show for `CN(C)CCCn1c(SCC(=O)N2c3ccccc3Sc3ccccc32)nc2ccccc2c1=O`?
M18AAP inhibitor: -3.1; PHOSPHO1 inh: -16.4; IDE cell inh: -2.0; IDE act: -0.9; IMP-1 inh: -1.7; GPR7 antag: -1.2; NALP1 inh: 30.1; VIM-2 inhibitor: -0.6; p-CIP stab down: -6.7

More results follow.
What do the screens show for `CC(C)(C)c1cccc(C2(O)C(=O)c3ccccc3C2=O)c1O`?
M18AAP inhibitor: -3.3; PHOSPHO1 inh: -10.4; IDE cell inh: 3.4; IDE act: 0.8; IMP-1 inh: -2.0; GPR7 antag: -8.9; NALP1 inh: -4.7; VIM-2 inhibitor: -1.9; p-CIP stab down: -4.7

How did COc1cccc(NC(=O)C2CCCN(S(=O)(=O)c3cccc4nonc34)C2)c1 (stereo not drawn) do in these assays?
M18AAP inhibitor: 3.4; PHOSPHO1 inh: -10.1; IDE cell inh: 3.9; IDE act: 5.1; IMP-1 inh: -1.7; GPR7 antag: 3.7; NALP1 inh: 8.5; VIM-2 inhibitor: -0.7; p-CIP stab down: -6.7

How did C=C(CO)C1Cc2cc(C(C)=O)ccc2O1 (stereo not drawn) do in these assays?
PHOSPHO1 inh: 4.0; IDE cell inh: 3.4; IDE act: 4.8; NALP1 inh: -0.6; p-CIP stab down: -10.1

Results for O=C(COc1cccnc1[N+](=O)[O-])N1CCc2ccccc2C1 ?
M18AAP inhibitor: 0.8; PHOSPHO1 inh: 60.9*; IDE cell inh: -0.5; IDE act: 0.0; IMP-1 inh: -2.1; GPR7 antag: -16.1; NALP1 inh: 15.3; VIM-2 inhibitor: -0.6; p-CIP stab down: -4.1

What do the screens show for `O=S(=O)(C/C(=C/CO)S(=O)(=O)c1ccccc1)c1ccccc1`?
M18AAP inhibitor: -11.4; PHOSPHO1 inh: 18.2; IDE cell inh: -0.9; IDE act: -4.6; IMP-1 inh: 0.0; GPR7 antag: 14.5; NALP1 inh: -6.6; VIM-2 inhibitor: 2.3; p-CIP stab down: -21.7

What do the screens show for `O=C(CN(Cc1ccccc1Cl)C(=O)c1csnn1)NCc1ccc(F)cc1`?
M18AAP inhibitor: 5.2; PHOSPHO1 inh: 8.7; IDE cell inh: -15.8; IDE act: 4.8; IMP-1 inh: 0.2; GPR7 antag: -1.0; NALP1 inh: -0.8; VIM-2 inhibitor: -0.9; p-CIP stab down: 3.6

What do the screens show for `Cc1nnc(NC(=O)CN2CCN(Cc3ccccc3)CC2)s1`?
M18AAP inhibitor: 1.2; IDE cell inh: -6.8; IDE act: -5.8; IMP-1 inh: -1.6; GPR7 antag: -6.6; VIM-2 inhibitor: -2.5; p-CIP stab down: 1.8

How did CC1(C)CC(=O)c2sc(NC(=O)C(C)(C)C)nc2C1 do in these assays?
M18AAP inhibitor: -2.2; PHOSPHO1 inh: 39.7; IDE cell inh: 0.8; IDE act: 6.2; IMP-1 inh: -2.3; GPR7 antag: -14.8; NALP1 inh: 3.0; VIM-2 inhibitor: -2.2; p-CIP stab down: 12.7

Results for COCCN1CCc2[nH]c(=S)[nH]c(=O)c2C1 ?
M18AAP inhibitor: 14.4; PHOSPHO1 inh: -2.9; IDE cell inh: -2.5; IDE act: -2.5; IMP-1 inh: -2.2; GPR7 antag: -8.7; NALP1 inh: 11.3; VIM-2 inhibitor: -3.2; p-CIP stab down: 4.4

What do the screens show for `CCOC(=O)c1c(NC(=O)CN2C(=O)NC(C)(c3ccc(Cl)cc3)C2=O)sc(C(=O)NC)c1C` (stereo not drawn)?
M18AAP inhibitor: -9.7; PHOSPHO1 inh: 0.3; IDE cell inh: 8.3; IDE act: -0.7; IMP-1 inh: -1.1; GPR7 antag: -13.0; NALP1 inh: 30.7; VIM-2 inhibitor: 1.2; p-CIP stab down: -2.4

Results for Cc1cccc(C(=O)Oc2ccccc2-c2nnco2)c1 ?
M18AAP inhibitor: -3.4; PHOSPHO1 inh: -64.8; IDE cell inh: -4.6; IDE act: 1.5; IMP-1 inh: -0.2; GPR7 antag: -1.4; NALP1 inh: 17.4; VIM-2 inhibitor: -0.6; p-CIP stab down: 4.8

Results for Cc1c(NC(=O)/C(=C\c2ccccc2)NC(=O)c2ccccc2)c(=O)n(-c2ccccc2)n1C ?
M18AAP inhibitor: 0.8; PHOSPHO1 inh: 24.2; IDE cell inh: -0.8; IDE act: 5.8; IMP-1 inh: -2.2; GPR7 antag: -11.3; NALP1 inh: -0.4; VIM-2 inhibitor: -1.2; p-CIP stab down: -5.3

What do the screens show for `O=C(CSCC(=O)OCn1nnc2ccccc2c1=O)Nc1ccc(Cl)cc1`?
M18AAP inhibitor: -2.3; PHOSPHO1 inh: 35.8; IDE cell inh: 4.4; IDE act: -1.3; IMP-1 inh: -2.2; GPR7 antag: -6.9; NALP1 inh: -1.4; VIM-2 inhibitor: -2.6; p-CIP stab down: 2.4

Results for COc1cccc2c(SCC(=O)N/N=C/c3ccc(O)cc3O)cc(C)nc12 ?
M18AAP inhibitor: 15.0; PHOSPHO1 inh: 35.7; IDE act: 6.9; IMP-1 inh: -2.4; GPR7 antag: -5.4; NALP1 inh: -23.3; VIM-2 inhibitor: 0.8; p-CIP stab down: -4.4

How did CSCC(=O)Nc1ccc(F)c(Cl)c1 do in these assays?
M18AAP inhibitor: 6.2; PHOSPHO1 inh: -3.1; IDE cell inh: 4.6; IDE act: 1.0; IMP-1 inh: -2.0; GPR7 antag: -7.5; NALP1 inh: 5.7; VIM-2 inhibitor: -0.8; p-CIP stab down: -6.2

What do the screens show for `Cc1ccc(C(C2=C(O)CC(C)(C)CC2=O)C2C(=O)CC(C)(C)CC2=O)s1` (stereo not drawn)?
M18AAP inhibitor: 10.8; PHOSPHO1 inh: 22.9; IDE cell inh: -4.1; IDE act: 0.8; IMP-1 inh: -2.5; GPR7 antag: -12.5; NALP1 inh: 8.9; VIM-2 inhibitor: -3.1; p-CIP stab down: 2.6

What do the screens show for `COC(=O)c1ccc(C2NC(=O)NC(C)=C2C(=O)N(C)C)cc1` (stereo not drawn)?
M18AAP inhibitor: -1.6; PHOSPHO1 inh: -11.7; IDE cell inh: -0.6; IDE act: 6.6; IMP-1 inh: -1.7; GPR7 antag: -4.5; NALP1 inh: -8.6; VIM-2 inhibitor: -1.2; p-CIP stab down: -5.2

How did CC(C)(C)c1cc[n+](CC(=O)Nc2cc(C(F)(F)F)ccc2N2CCOCC2)cc1 do in these assays?
M18AAP inhibitor: -9.9; PHOSPHO1 inh: 28.1; IDE cell inh: 5.1; IDE act: 4.3; IMP-1 inh: -1.0; GPR7 antag: -12.3; NALP1 inh: 21.7; VIM-2 inhibitor: 1.1; p-CIP stab down: 20.6

What do the screens show for `N#Cc1ccccc1NC(=O)c1ccc2c(c1)OCO2`?
M18AAP inhibitor: -5.5; PHOSPHO1 inh: 29.1; IDE cell inh: 3.7; IDE act: 2.8; IMP-1 inh: -5.6; GPR7 antag: -3.2; NALP1 inh: 1.1; VIM-2 inhibitor: -1.4; p-CIP stab down: -6.0
